Bioassay records: PubChem BioAssay, several laboratories
Phagocytosis inh: inhibitors of macrophage phagocytosis, primary screen, imaging, J774A.1 cells, IgG beads | 0.07% of 110,000 active | inhibition, % at 5 µM | AID 1029, 2008 | J774A.1 macrophage IgG-bead phagocytosis;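 active means inhibition above the mean of the plate negative controls plus 5 SD, cut at about 13% in these data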;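 further: phagocytic index as fraction of beads internalized from green versus red external bead signal; plate controls were DMSO negative control for no effect and cytochalasin-D positive control for full effect; some results beyond the cut were filed as inactive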
NPY-Y2 antag: NPY-Y2 receptor antagonists, primary screen, cell-based; Neuropeptide Y receptor type 2 (Homo sapiens), P49146; NPY-Y2 expressing cells, antagonist mode; inhibition, % at 2.7 µM; 0.99% of 140,000 active; in the data active means inhibition above about 17%;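 further: 0% = vehicle with agonist challenge and 100% = reference antagonist with challenge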
Target sequence (P49146 whole entry, looked up): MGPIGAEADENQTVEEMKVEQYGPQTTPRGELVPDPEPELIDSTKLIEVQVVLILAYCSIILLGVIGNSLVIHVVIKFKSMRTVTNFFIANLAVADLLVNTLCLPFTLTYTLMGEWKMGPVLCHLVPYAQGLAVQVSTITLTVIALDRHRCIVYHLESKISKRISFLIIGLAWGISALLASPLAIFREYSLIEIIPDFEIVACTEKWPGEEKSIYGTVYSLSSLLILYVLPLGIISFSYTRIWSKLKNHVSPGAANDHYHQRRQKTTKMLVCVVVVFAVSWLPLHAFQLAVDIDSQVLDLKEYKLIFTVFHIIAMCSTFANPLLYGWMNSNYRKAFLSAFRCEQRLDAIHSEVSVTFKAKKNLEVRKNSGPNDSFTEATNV
GALR2 blocker: GALR2 antagonists in receptor-expressing cells, primary screen. 0.39% of 140,000 active. Galanin receptor type 2 (Homo sapiens), O43603. antagonist mode. inhibition, % at 4 µM; in the data active means inhibition above about 27%;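 further: cells stimulated with galanin 1-16 at roughly its EC80; 0% = agonist challenge control and 100% = basal control without agonist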
Target sequence (O43603 whole entry, looked up): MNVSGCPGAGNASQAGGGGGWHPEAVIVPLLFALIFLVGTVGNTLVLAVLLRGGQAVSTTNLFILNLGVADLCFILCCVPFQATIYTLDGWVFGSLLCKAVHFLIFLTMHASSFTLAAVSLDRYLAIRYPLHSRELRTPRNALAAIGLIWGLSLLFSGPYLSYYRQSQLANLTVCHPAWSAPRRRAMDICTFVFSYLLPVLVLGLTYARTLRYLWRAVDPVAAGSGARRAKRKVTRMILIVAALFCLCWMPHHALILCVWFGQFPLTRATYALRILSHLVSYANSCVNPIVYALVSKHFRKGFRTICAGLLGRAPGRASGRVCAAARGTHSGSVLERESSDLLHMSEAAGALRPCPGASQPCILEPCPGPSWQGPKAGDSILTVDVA
E-sel TNF inh: E-selectin induction blockers in HUVEC – imaging, immunofluorescence, high content, primary screen | HUVEC TNFa-induced E-selectin immunofluorescence | inhibition, % at 2 µM | 0.71% of 120,000 active | AID 1246, 2008;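 active means inhibition above the batch mean plus 3 SD, and confirmed as a hit on visual image review, cut at about 43% in these data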;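 further: 0% = TNF-stimulated DMSO wells and 100% = unstimulated control wells; not every result past the cut was called active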
* = called active by the depositor; . = not tested or not shown. Only part of the results is shown. The share of hits here may be higher or lower than overall.

Assay codes: A = Phagocytosis inh; B = NPY-Y2 antag; C = GALR2 blocker; D = E-sel TNF inh
Cn1ncnc2c(=O)n(C)c(=O)nc1-2
  A = -4	B = .	C = .	D = .

CC(=Nc1ccc2c(c1)CCC2)c1c(O)n(C)c(=O)n(C)c1=O
  A = 0	B = .	C = .	D = .

Cn1c(=O)c2c(ncn2CCCl)n(C)c1=O
  A = .	B = .	C = .	D = -2

N=C1c2ccccc2CN1c1ncccn1
  A = .	B = .	C = .	D = -22

O=Cc1cn(Cc2c(F)cccc2Cl)c2ccccc12
  A = .	B = .	C = .	D = -6

Cn1cc[n+](C)c1P(=S)(c1ccccc1)c1ccccc1
  A = .	B = .	C = .	D = -27

COC(=O)c1c(C)n(Cc2ccccc2)c2ccc(O)cc12
  A = .	B = .	C = .	D = 0

CN1CCN(c2ccc(C(F)(F)F)cc2N)CC1
  A = .	B = .	C = .	D = -3

O=C(N=Nc1c(O)[nH]c(=O)[nH]c1=O)C1COc2ccccc2O1 (stereo unspecified)
  A = .	B = .	C = .	D = -14

N=c1ccccn1Cc1ccccc1
  A = .	B = .	C = .	D = 19

COc1cccc(N=Cc2c(O)n(Cc3ccco3)c(=O)[nH]c2=O)c1
  A = .	B = .	C = .	D = -39

CC(Cc1ccccc1)NCc1ccccc1O (stereo unspecified)
  A = .	B = .	C = .	D = -52

CN(C)C(=S)SSC(=S)N(C)C
  A = .	B = .	C = .	D = 86*

CCCCc1ncc(CN2CCCC(C(=O)c3ccc(SC)cc3)C2)[nH]1 (stereo unspecified)
  A = .	B = .	C = .	D = -8

CCc1ccccc1NC(=O)CNCc1ccccc1
  A = .	B = .	C = .	D = -8

COc1cc(OC)c2c(c1)OCC1CON(C)C21 (stereo unspecified)
  A = .	B = .	C = .	D = 2

CCN1CCN(c2cn[nH]c(=O)c2Cl)CC1
  A = .	B = .	C = .	D = -13

COC(=O)C1=C(C)OC(N)=C(C#N)C12C(=O)Nc1ccccc12 (stereo unspecified)
  A = .	B = .	C = .	D = 1

CC1CN(c2cc([N+](=O)[O-])ccc2Cl)CC(C)N1 (stereo unspecified)
  A = .	B = .	C = .	D = 100*

CC(Cc1ccccc1)NC(=O)/C=C/C(=O)O (stereo unspecified)
  A = .	B = .	C = .	D = 16

Fc1ccc(CN2CCN(c3ccc(Cl)cc3)CC2)cc1
  A = .	B = .	C = .	D = 4

CCC(=O)N1CC(=O)Nc2ccc(Br)cc2C1c1ccccc1 (stereo unspecified)
  A = .	B = .	C = .	D = 20

O=[N+]([O-])c1ccc(N2CCOCC2)c2ccncc12
  A = .	B = .	C = .	D = -12

COc1ccc(NC2(C#N)CCCCC2)cc1
  A = .	B = .	C = .	D = -20

O=C1NC(=O)N(c2ccc(F)cc2)C(=O)/C1=C/c1ccc(N2CCOCC2)cc1
  A = .	B = .	C = .	D = 9

CC(CN1CCOCC1)OC(=O)Cc1ccccc1 (stereo unspecified)
  A = .	B = .	C = .	D = -22

Cc1ccc(-n2c(O)c(C=NCCC3=CCCCC3)c(=O)[nH]c2=O)cc1
  A = .	B = .	C = .	D = -6

COc1cc2c(C(=O)O)c(C)n(C)c2cc1Br
  A = .	B = .	C = .	D = -4

CC(C)CN1CCN(Cc2ccccc2C(F)(F)F)CC1CCO (stereo unspecified)
  A = .	B = .	C = .	D = -17

COc1cc(N2CCOCC2)ccc1/C=C1\C(=O)NC(=O)N(Cc2cccs2)C1=O
  A = .	B = .	C = .	D = -3

Cc1cc(C=C2C(=O)NC(=S)NC2=O)c(C)n1C1CCCC1
  A = .	B = .	C = .	D = 1

Cc1cc(C=C2C(=O)NC(=O)NC2=O)c(C)n1-c1ccncc1
  A = .	B = .	C = .	D = -20

COc1ccc(-c2cc(=NCCC(=O)O)c3cc(C)ccc3o2)cc1
  A = .	B = .	C = .	D = -6

CC(C)(O)[C@H]1O[C@H]2CC[C@@]3(C)[C@@](O)(CC[C@H]4Cc5c([nH]c6ccccc56)[C@@]43C)C2=CC1=O
  A = .	B = .	C = .	D = -26

O=c1[nH]c(O)c(N=Nc2ccc([N+](=O)[O-])cc2)c(=O)[nH]1
  A = .	B = .	C = .	D = 9

COc1ccc(C(=O)C2CCCN(Cc3ccsc3)C2)cc1OC (stereo unspecified)
  A = .	B = .	C = .	D = 7

CC(C)(C)n1cc(C(=O)c2ccc3ccccc3c2O)cn1
  A = .	B = .	C = .	D = -45

CC1=NN(c2ccccc2)C(=O)/C1=C/c1c(O)[nH]c(=O)[nH]c1=O
  A = .	B = .	C = .	D = -28

O=C(c1cccc(Cl)c1)C1CCCN(Cc2ccon2)C1 (stereo unspecified)
  A = .	B = .	C = .	D = -16

COc1ccc(C(CNC(=O)Cc2ccc(Cl)c(Cl)c2)N(C)C)cc1 (stereo unspecified)
  A = .	B = .	C = .	D = -33

Nc1ccc(Cl)cc1C(=O)c1ccccc1
  A = .	B = .	C = .	D = -37

COc1cc2c(cc1/C=C/[N+](=O)[O-])OCO2
  A = .	B = .	C = .	D = 44

O=[N+]([O-])c1cc(F)c(N2CCCC2)cc1Br
  A = .	B = .	C = .	D = 40

COc1c(C)cc(C(=O)C2CCCN(Cc3cccc(C)n3)C2)cc1C (stereo unspecified)
  A = .	B = .	C = .	D = -11

CCCn1ncc(CN2CCCC(C(=O)c3cccc(OC)c3)C2)c1C (stereo unspecified)
  A = .	B = .	C = .	D = -14

O=C(c1ccc2c3c(cccc13)CC2)C1CCCN(CC2CC2)C1 (stereo unspecified)
  A = .	B = .	C = .	D = -36

Nc1c2c(nc3sc4c(c13)CCCC4)CCCC2
  A = .	B = .	C = .	D = -35

N#CC[N+]1(CCCNP2(=O)C=C(c3ccccc3)OC(c3ccccc3)=C2)CCOCC1
  A = .	B = .	C = .	D = -30

CC1COC2N=C(N[N+](=O)[O-])NC2O1 (stereo unspecified)
  A = .	B = .	C = .	D = 5

C=CCC1C(=O)NC(=S)NC1=O
  A = .	B = .	C = .	D = -10

An excerpt from above in order of SMILES length, smallest number first:
Assay codes: A = Phagocytosis inh; B = NPY-Y2 antag; C = GALR2 blocker; D = E-sel TNF inh
CC(C)CN1CCN(Cc2ccccc2C(F)(F)F)CC1CCO (stereo unspecified)
  A = .	B = .	C = .	D = -17

CCCn1ncc(CN2CCCC(C(=O)c3cccc(OC)c3)C2)c1C (stereo unspecified)
  A = .	B = .	C = .	D = -14

Cc1cc(C=C2C(=O)NC(=O)NC2=O)c(C)n1-c1ccncc1
  A = .	B = .	C = .	D = -20

Exported bar-delimited: part of the list above.
SMILES | Phagocytosis inh | NPY-Y2 antag | GALR2 blocker | E-sel TNF inh
CCCn1ncc(CN2CCCC(C(=O)c3cccc(OC)c3)C2)c1C (stereo unspecified) | . | . | . | -14
CC1=NN(c2ccccc2)C(=O)/C1=C/c1c(O)[nH]c(=O)[nH]c1=O | . | . | . | -28

Compound profiles, from the list above. Values in the order: Phagocytosis inh	NPY-Y2 antag	GALR2 blocker	E-sel TNF inh
Listed for `Nc1ccc(Cl)cc1C(=O)c1ccccc1` = .	.	.	-37
Listed for `COc1cc2c(cc1/C=C/[N+](=O)[O-])OCO2` = .	.	.	44
Listed for `C=CCC1C(=O)NC(=S)NC1=O` = .	.	.	-10
Listed for `CC(C)(C)n1cc(C(=O)c2ccc3ccccc3c2O)cn1` = .	.	.	-45
Listed for `O=[N+]([O-])c1cc(F)c(N2CCCC2)cc1Br` = .	.	.	40

Some of the entries above, set out differently.
Screens in order – Phagocytosis inh	NPY-Y2 antag	GALR2 blocker	E-sel TNF inh
> Cc1cc(C=C2C(=O)NC(=O)NC2=O)c(C)n1-c1ccncc1
    .	.	.	-20
> COc1ccc(-c2cc(=NCCC(=O)O)c3cc(C)ccc3o2)cc1
    .	.	.	-6

(continued)
Assay codes: A = Phagocytosis inh; B = NPY-Y2 antag; C = GALR2 blocker; D = E-sel TNF inh
COc1cc(C(=S)N2CCOCC2)cc(OC)c1OC(=O)Cc1ccccc1
  A = .	B = .	C = .	D = -5

COc1c(C)cc(C(=O)C2CCCN(Cc3ccccn3)C2)cc1C (stereo unspecified)
  A = .	B = .	C = .	D = -9

COc1cccc(CNCCc2ccccc2)c1OC
  A = .	B = .	C = .	D = -16

O=C(Cc1ccc(Cl)c(Cl)c1)NCC1(N2CCOCC2)CCCCC1
  A = .	B = .	C = .	D = 19

CN(C)P(=O)(NC(=O)c1cccn1C)N(C)C
  A = .	B = .	C = .	D = 18

CCc1cc(=O)[nH]c(SCCCF)n1
  A = .	B = .	C = .	D = -75

COc1ccc(CNC(=O)C(NC(C)=O)C(C)C)cc1OC (stereo unspecified)
  A = .	B = .	C = .	D = -5

COc1cccc(C(=O)C2CCCN(Cc3cccc4c3OCO4)C2)c1 (stereo unspecified)
  A = .	B = .	C = .	D = -7

O=C1N(c2ccc(Cl)cc2)C(c2cccnc2)N2CCCN12 (stereo unspecified)
  A = .	B = .	C = .	D = 5

O=C1NC(=O)C(C(CC(=O)c2ccccc2)c2ccccc2)C(=O)N1 (stereo unspecified)
  A = .	B = .	C = .	D = 4

CCc1nnc(NC(=O)CCc2nc(C3=CCN(C)CC3)no2)s1
  A = 0	B = 1	C = 2	D = .

Cc1c(/C=C2/CC3C4CC=C5CC(O)CCC5(C)C4CCC3(C)C2=O)cnn1C (stereo unspecified)
  A = .	B = 0	C = 6	D = -46

COCCn1c(-c2ccccc2)cc(C(=O)O)c1C
  A = .	B = 3	C = 6	D = 0

O=c1[nH]c(O)c(C=NC2CCN(Cc3ccccc3)CC2)c(=O)[nH]1
  A = .	B = 3	C = 2	D = -4

CCn1ncc(/C=C2/CC3C4CC=C5CC(O)CCC5(C)C4CCC3(C)C2=O)c1C (stereo unspecified)
  A = .	B = 1	C = 3	D = -27

Cc1cccc(-n2c(CN3C(=O)c4ccccc4C3=O)nc3ccccc3c2=O)n1
  A = .	B = 2	C = 10	D = -35
